Compound activity deposited in PubChem BioAssay by several laboratories.
iPSC survival up: increases survival of single human iPS cells | AID 602274 | 360,000 compounds, 0.044% hits | survival enhancement, % at 20 µM | hiPSC single-cell survival, ATPlite luminescence; 100% = ROCK inhibitor wells, 0% = DMSO; in the data active = survival enhancement above about 18%;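 also: cells exposed to compounds for 16 hours before the ATP read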
Cardio protect: modulators protecting cardiomyocytes from myocardial damage | protection from H2O2 cell death, % at 20 µM | H9c2 cardiomyocytes, H2O2 injury protection, ATPLite, 2 h | 360,000 compounds, 0.63% hits | AID 588492;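 active = compounds giving at least 50% protection of heart cells from peroxide-induced death in the single-dose screen, raw or plate-pattern-corrected value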;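 also: 0% = DMSO wells with peroxide and 100% = DMSO wells without peroxide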
Vif inh: blocks HIV Vif function | HEK293T cells, Vif self-association by quenched fluorescence, imaging, 24 h | inhibition, % at 7.49 µM | 340,000 compounds, 0.35% hits | AID 602346; in the data active = inhibition above about 50%, passing the limit was not always enough; also: some results filed as inactive read as strong as hits
CaV13 FRET inh: Primary screen for inhibitors of IQ motif and Ca2+-dependent inactivation inhibitor domain binding in CACNA1D, Förster resonance energy transfer in living cells, … | HEK cells, CFP/YFP FRET ICDI-IQ, plate reader, 10 min; percent FRET-ratio fall versus neutral wells | inhibition, % at 12.3 µM | 340,000 compounds, 0.098% hits | AID 743397;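 active = mean replicate inhibition of at least 30% and at least 1% of replicates passing that level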;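 also: 0% = median of the neutral control wells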
Exocytosis inh: lytic granule exocytosis inhibition; TALL-104 LAMP-1 surface exposure, flow cytometry; cells stimulated with thapsigargin and PMA; inhibition, % at 10 µM; 360,000 compounds, 0.66% hits; AID 651702;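 active = inhibition above about 55%, limit read from the data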
HTR2A ag: mouse HTR2A agonism via beta-arrestin recruitment; P35363; CHO-K1 mHTR2A beta-arrestin complementation, luminescence; percent of 30 µM serotonin response; activation, % at 7.6 µM; 360,000 compounds, 0.66% hits; AID 624169;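 active = activation above a run cutoff, the mean activation of all tested compounds plus 3 SD, cut at about 14% in these data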;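 also: 0% = plate median of compound wells and 100% = 30 µM serotonin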
N-glyco inh: blocks N-linked glycosylation in D54 reporter cells | D54 ERlucT glycosylation luciferase reporter, 24 h; percent of 100 nM tunicamycin response | reporter increase, % at 12.5 µM | 360,000 compounds, 0.23% hits | AID 588692;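 active = mean luciferase reporter signal, scaled so untreated is 0 and the glycosylation-blocking control 100, at or above a set limit in every replicate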;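 also: luciferase carries N-glycosylation sites so blocking glycosylation raises the light; 0% = median of neutral control wells and 100% = median of 100 nM tunicamycin wells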
ABCB6 inh 2: human ABCB6 transporter inhibition; Q9NP58; fluorescence ratio to DMSO, % at 10 µM; K562-ABCB6 porphyrin accumulation, flow cytometry, 1 h; hits give low values; AID 602162; 360,000 compounds, 0.19% hits;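 active = fluorescence ratio to DMSO below 75%, the collection mean minus 3 SD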;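 also: signal is porphyrin accumulated inside mitochondria; 100% equals median channel fluorescence of DMSO control wells; lower ratio means ABCB6 inhibition with less porphyrin fluorescence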
Target sequence (Q9NP58 whole entry, looked up): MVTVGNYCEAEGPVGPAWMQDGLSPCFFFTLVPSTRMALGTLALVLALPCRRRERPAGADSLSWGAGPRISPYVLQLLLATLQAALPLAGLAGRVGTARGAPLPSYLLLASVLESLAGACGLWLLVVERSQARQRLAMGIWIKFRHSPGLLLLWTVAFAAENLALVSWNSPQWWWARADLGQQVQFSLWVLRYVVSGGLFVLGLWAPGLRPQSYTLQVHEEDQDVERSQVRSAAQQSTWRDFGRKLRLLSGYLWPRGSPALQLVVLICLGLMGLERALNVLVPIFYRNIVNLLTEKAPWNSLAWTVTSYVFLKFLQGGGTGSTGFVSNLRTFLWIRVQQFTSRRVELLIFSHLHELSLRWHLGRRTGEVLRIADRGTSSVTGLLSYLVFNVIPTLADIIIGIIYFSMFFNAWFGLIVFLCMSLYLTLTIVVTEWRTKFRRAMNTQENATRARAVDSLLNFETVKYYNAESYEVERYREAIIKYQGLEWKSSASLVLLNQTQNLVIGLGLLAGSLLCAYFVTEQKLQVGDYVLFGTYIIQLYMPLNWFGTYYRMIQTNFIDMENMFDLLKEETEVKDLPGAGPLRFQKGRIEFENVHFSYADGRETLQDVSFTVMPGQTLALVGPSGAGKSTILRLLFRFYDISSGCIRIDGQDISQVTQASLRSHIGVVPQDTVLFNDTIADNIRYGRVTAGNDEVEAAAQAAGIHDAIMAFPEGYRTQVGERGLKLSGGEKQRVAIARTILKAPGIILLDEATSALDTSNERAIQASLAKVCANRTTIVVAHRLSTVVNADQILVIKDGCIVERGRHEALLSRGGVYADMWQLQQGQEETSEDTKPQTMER
PDI turbidity: inhibitors of human protein disulfide isomerase; 350,000 compounds, 0.052% hits; PDI insulin aggregation turbidity, A650, 90 min; inhibition, % at 10 µM;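 active = mean inhibition across replicates of 30% or more, whatever share of single replicates reach that level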;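 also: absorbance from insulin aggregation driven by PDI reduction with DTT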
aDG glyco up: alpha-DG glycosylation activation; Pro5-aDG cells, alpha-DG glycosylation AlphaScreen (IIH6); 0% Pro5, 100% B10-LARGE cell signal; activation, % at 10 µM; 360,000 compounds, 0.22% hits;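 active = activation of at least 8% versus controls, or a plate z-score of at least 8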;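 also: Pro5 are CHO cells carrying HIG-tagged alpha-DG that lacks glycosylation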
Starred values were filed as active, the others as inactive; / = not tested or not shown; & = joins results of further samples.

SMILES	iPSC survival up	Cardio protect	Vif inh	CaV13 FRET inh	Exocytosis inh	HTR2A ag	N-glyco inh	ABCB6 inh 2	PDI turbidity	aDG glyco up
CC(=O)Nc1ccc(Cc2nc3ccccc3[nH]2)cc1	-1.5	2	1	5	-2	-2	2	89	4	-0.3
COc1ccc(NC(=O)CSc2nc3c(c(=O)n2-c2ccccc2OC)SCC3)cc1	-1.8	20	10	-8	-1	4	4	96	/	0.0
CCc1nnc(NC(=S)Nc2ccccc2)s1	1.6	2	5	7	6	-3	-3	110	9	2.7
COc1ccc(C2/C(=C(/O)c3ccc4c(c3)CC(C)O4)C(=O)C(=O)N2CCCn2ccnc2)cc1OC (stereo not given)	-0.4	-2	10	-3	19	-1	0	105	10	0.0
COc1ccc(CN2CC(=O)N(c3cccc(Cl)c3)C2=S)cc1OC	0.7	0	-11	-17	11	-4	-2	96	12	0.2
COc1ccc(C2=NOC(Cn3nc(C(=O)NCc4ccc5c(c4)OCO5)cc3-c3ccccc3)C2)cc1 (stereo not given)	-2.8	-2	-2	-11	-11	4	-1	95	-12	0.2
COc1ccc([N+](=O)[O-])cc1CN1CCN(c2ncc(Cc3ccccc3)cn2)CC1	/	/	/	-11	10	2	/	/	/	0.5
Cc1ccc(C(C)C)c(OCCCCCN2CCOCC2)c1	-0.2	1	-8	-4	-1	-13	1	98	10	0.0
Cc1nc(NC(=O)c2cc3c(C)nn(-c4ccccc4)c3s2)sc1C(=O)Nc1ccccc1	-1.5	64*	-3	-5	-1	0	-2	94	4	-0.2
Cc1cc(S(=O)(=O)Nc2ccc(F)cc2)c(C)s1	-2.1	-2	0	-9	-2	-2	0	99	2	-0.1
O=C(NCCCc1ccccc1)c1cc(COc2c(F)cccc2F)on1	0.1	-5	6	-5	2	0	4	98	-11	0.0
COc1cc(-c2cc(O)c(-c3ccc4ccccc4n3)c(=O)[nH]2)cc(OC)c1OC	-0.5	62*	15	-10	-7	6	6	294	3	0.1
C/C(=N/N=C(/C)c1cccs1)c1cccs1	-0.5	-9	-2	-5	-13	3	-1	90	-1	-0.2
O=[N+]([O-])c1cccc(CP(=O)(c2ccccc2)c2ccccc2)c1	-1.0	6	-1	-6	0	-2	3	98	-2	0.1
COC(=O)C(CC(=O)c1ccc(C)cc1)n1nc(C)cc1C (stereo not given)	-0.4	-1	-2	-5	57*	0	0	101	6	0.1
Cc1ccc(C(=O)NCC(=O)NCC(=O)OCC(=O)c2ccc(F)cc2)cc1	1.1	10	0	-6	1	-2	3	100	-1	-0.2
CC(=O)Nc1ccc(NC(=O)CSc2ccc(-c3ccc4c(c3)OCO4)nn2)cc1	-1.1	2	7	-3	6	0	0	103	-1	0.0
CCc1cccc(NC(=O)CCCSc2nc3ccccc3[nH]2)c1	-0.1	-6	-14	-5	-2	-4	3	93	12	0.0
O=C(Nc1ccccc1)c1cn2ccccc2n1	-0.5	-13	-11	6	12	4	-20	81	-5	-0.1
COc1ccc(NC(=O)c2cccs2)cc1O	-0.6	-17	20	-5	0	-1	0	99	4	-0.4
Cc1nc2c(C)cccn2c(=O)c1NC(=O)c1ccco1	1.9	2	4	-1	-2	-7	1	91	-4	-0.3
O=S(N1CCc2ccccc21)C12CC3CC(CC(C3)C1)C2 (stereo not given)	-0.3	0	-6	0	-2	-1	-1	110	4	0.0
CSc1ccccc1OCc1cc(C(=O)N2CCN(c3ccccc3)CC2C)no1 (stereo not given)	0.1	-1	-4	/	8	-2	0	100	3	-0.4
O=C(NCCCO)c1c(O)c2cccc3c2n(c1=O)CCC3	0.0	3	-16	-4	-15	-2	0	95	-5	0.1
Cc1ccc(C(=O)CC2(O)C(=O)N(Cc3ccccc3Cl)c3ccccc32)o1 (stereo not given)	-1.4	-17	-7	/	13	-6	-3	105	-2	0.4
CS(=O)(=O)N1c2ccccc2[C@@]2(Br)C[C@H]3C(=O)N[C@@H](Cc4ccccc4)C(=O)N3[C@@H]12	-0.3	7	-3	-11	-2	2	0	99	-3	0.2
Cc1cc(C)cc(OCC(=O)O/N=C(\N)c2ccccn2)c1	-0.7	8	7	-5	0	1	-1	97	-5	0.1
Nc1c(-c2ccc(F)cc2)nc2ncccn12	/	/	/	-7	-2	4	/	/	/	-0.1
CC1(C)N([O-])C2=C(CCCC2)[N+]1=O	-3.2	2	1	-5	-2	6	1	100	-1	0.0
CC(=O)Nc1ccc(NC(=O)Cc2sc(C)nc2-c2ccc(C)cc2)cc1	-1.4	4	-5	-2	-7	3	0	98	8	-0.1
COc1ccc(/C=N/Nc2nc(N3CCCC3)nc(N3CCCC3)n2)c(OC)c1OC	4.1	8	1	-4	-4	-1	1	95	-3	0.2
Cc1cc(S(=O)(=O)N2CCOCC2)ccc1OCC(=O)NCC1CCCO1 (stereo not given)	0.7	0	-3	-2	-2	0	2	98	-12	-0.1
CCOC(=O)CNC1CC(=O)N(c2cccc(Cl)c2)C1=O (stereo not given)	0.6	10	15	-7	1	7	1	97	13	-0.2
O=c1[nH]c2cc3c(cc2cc1CN(Cc1cccnc1)C(=S)NCc1ccco1)OCCO3	-0.6	22	7	4	-5	-2	6	97	2	-0.1
Cc1cccc(C)c1NC1=NCCCCC1	-0.6	3	0	17	-4	0	0	99	0	0.2
CN1CCN(Cc2nc3ccccc3c(=O)n2Cc2nc(-c3cccc([N+](=O)[O-])c3)cs2)CC1	-0.9	-5	5	-4	43	-6	2	108	14	0.9
COc1cccc(OCC(=O)NNC(=S)Nc2ccc(Cl)cc2Cl)c1	-0.2	-11	1	0	-2	0	1	100	2	0.0
CC(=O)NS(=O)(=O)c1ccc(NS(=O)(=O)c2ccc3ccccc3c2)cc1	-0.6	1	-2	-3	-3	7	2	95	4	0.1
O=C(c1cc(-c2ccc(Cl)cc2Cl)on1)N1CCOCC1	-1.9	-15	-2	-7	-4	-1	-19	88	-1	0.6
COc1ccccc1/C=N/Nc1nncc2ccccc12	2.0	3	-1	-1	1	2	3	94	19	0.0
COc1ccc(-c2ccnc(SCC(=O)c3ccc(Cl)cc3)n2)cc1	-0.8	-10	4	-6	-3	-6	-1	123	8	-0.1
CCC(CO)Nc1ccn2nc(-c3cc(OC)c(OC)c(OC)c3)cc2n1 (stereo not given)	-2.0	4	/	-5	-11	2	6	90	-2	-0.2
COC(=O)c1[nH]c2ccc(C)cc2c1NC(=O)CN1CCc2cc(OC)c(OC)cc2C1	1.9	0	-7&-11	-6	2	3	0	111	4	0.2
O=C(NC1CC1)C1C2C3C4CC5C3C5C4C12 (stereo not given)	0.3	4	13	/	-4	-1	1	100	-8	-0.4
O=c1cc[nH]c2cc(Cl)ccc12	-1.5	10	/	-12	6	2	5	98	-1	-0.1

Part of the list above, with bars between the fields.
Structure | iPSC survival up | Cardio protect | Vif inh | CaV13 FRET inh | Exocytosis inh | HTR2A ag | N-glyco inh | ABCB6 inh 2 | PDI turbidity | aDG glyco up
CCOC(=O)CNC1CC(=O)N(c2cccc(Cl)c2)C1=O (stereo not given) | 0.6 | 10 | 15 | -7 | 1 | 7 | 1 | 97 | 13 | -0.2
O=c1[nH]c2cc3c(cc2cc1CN(Cc1cccnc1)C(=S)NCc1ccco1)OCCO3 | -0.6 | 22 | 7 | 4 | -5 | -2 | 6 | 97 | 2 | -0.1
Cc1cccc(C)c1NC1=NCCCCC1 | -0.6 | 3 | 0 | 17 | -4 | 0 | 0 | 99 | 0 | 0.2
CN1CCN(Cc2nc3ccccc3c(=O)n2Cc2nc(-c3cccc([N+](=O)[O-])c3)cs2)CC1 | -0.9 | -5 | 5 | -4 | 43 | -6 | 2 | 108 | 14 | 0.9
COc1cccc(OCC(=O)NNC(=S)Nc2ccc(Cl)cc2Cl)c1 | -0.2 | -11 | 1 | 0 | -2 | 0 | 1 | 100 | 2 | 0.0
CC(=O)NS(=O)(=O)c1ccc(NS(=O)(=O)c2ccc3ccccc3c2)cc1 | -0.6 | 1 | -2 | -3 | -3 | 7 | 2 | 95 | 4 | 0.1
O=C(c1cc(-c2ccc(Cl)cc2Cl)on1)N1CCOCC1 | -1.9 | -15 | -2 | -7 | -4 | -1 | -19 | 88 | -1 | 0.6
COc1ccccc1/C=N/Nc1nncc2ccccc12 | 2.0 | 3 | -1 | -1 | 1 | 2 | 3 | 94 | 19 | 0.0
COc1ccc(-c2ccnc(SCC(=O)c3ccc(Cl)cc3)n2)cc1 | -0.8 | -10 | 4 | -6 | -3 | -6 | -1 | 123 | 8 | -0.1
CCC(CO)Nc1ccn2nc(-c3cc(OC)c(OC)c(OC)c3)cc2n1 (stereo not given) | -2.0 | 4 | / | -5 | -11 | 2 | 6 | 90 | -2 | -0.2
COC(=O)c1[nH]c2ccc(C)cc2c1NC(=O)CN1CCc2cc(OC)c(OC)cc2C1 | 1.9 | 0 | -7&-11 | -6 | 2 | 3 | 0 | 111 | 4 | 0.2
O=C(NC1CC1)C1C2C3C4CC5C3C5C4C12 (stereo not given) | 0.3 | 4 | 13 | / | -4 | -1 | 1 | 100 | -8 | -0.4
O=c1cc[nH]c2cc(Cl)ccc12 | -1.5 | 10 | / | -12 | 6 | 2 | 5 | 98 | -1 | -0.1

(continued)
SMILES	iPSC survival up	Cardio protect	Vif inh	CaV13 FRET inh	Exocytosis inh	HTR2A ag	N-glyco inh	ABCB6 inh 2	PDI turbidity	aDG glyco up
CC(=Cc1ccccc1)C=C1SC(=S)N(CCCC(=O)Nc2ccc(C(=O)O)c(O)c2)C1=O	-1.4	-7	/	-5	3	-4	0	103	7	1.6
Cn1c(CNC(=O)c2ccco2)nnc1SCC(=O)Nc1c(F)cc(F)cc1Br	-0.8	-3	3	4	-4	-2	1	101	6	0.2
COc1ccc(OCc2cccc(C(=O)N3CCCC3)c2)cc1	2.3	-12	-3	-2	-2	1	-4	177	-10	0.5
COC(=O)C1=C(NC(=O)c2cccc(OC)c2)CCS1	-2.2	2	1	-9	0	0	-1	86	-1	0.0
Cc1nnc(SCC(=O)NC(=O)NC2CCCC2)n1N	2.7	9	-4	/	1	-4	1	90	0	0.0
COC(=O)c1ccc(Cl)c(S(=O)(=O)N2CCCC2)c1	-1.1	5	-4	-6	0	3	1	103	-3	-0.2
CCOc1ccc(C(=O)NCCc2cnc[nH]2)cc1	0.2	-2	14	-17	-7	-1	1	102	0	-0.1
Cc1ccc(CNC(=O)c2ccc3c(=O)n(CCCN4CCCC4=O)c(=S)[nH]c3c2)cc1	0.3	5	-4	-6	-2	-5	0	91	7	-0.2
Cc1ccc(C)c(NC(=S)NC23CN4CN(CN(C4)C2)C3)c1	0.1	2	12	-5	-2	2	1	100	-1	0.2
O=C(Nc1cccc(-n2cnnn2)c1)c1cc(Cl)ccc1Cl	-0.1	4	-1	-4	-1	-2	34*	96	-11	0.5
CCOc1ccc(CN2CCN(Cc3cnc(-c4ccccc4)s3)CC2CCO)cc1 (stereo not given)	-2.8	1	-9	-4	24	-2	-3	104	-2	0.3
CN(Cc1ccccc1)C(=O)c1cccc(NC(=O)Cc2cccc(NC(=O)C3CCN(C(=O)C4CCC4)CC3)c2)c1	1.3	18	-7	-9	-2	1	0	98	5	-0.4
CCOC(=O)/C=C1\SCC(=O)N1CC(=O)NCCOC	-0.9	-1	-8	-3	-2	12	-1	89	3	-0.1
CCOc1cccc(OCCOCCN(C)C)c1	-0.3	1	-4	-19	-1	-1	-1	100	9	0.2
